NSD2 inh – NSD2 histone methyltransferase inhibitors, primary screen, biochemical, AlphaScreen, single concentration, set 2. Histone-lysine N-methyltransferase NSD2 (Homo sapiens), O96028. NSD2 peptide methylation, 120 min. inhibition, % at 12.5 µM. 310,000 tested, 0.54% active. AID 743445, 2014; in the data active means inhibition above about 50%
Target sequence (O96028 whole entry, looked up): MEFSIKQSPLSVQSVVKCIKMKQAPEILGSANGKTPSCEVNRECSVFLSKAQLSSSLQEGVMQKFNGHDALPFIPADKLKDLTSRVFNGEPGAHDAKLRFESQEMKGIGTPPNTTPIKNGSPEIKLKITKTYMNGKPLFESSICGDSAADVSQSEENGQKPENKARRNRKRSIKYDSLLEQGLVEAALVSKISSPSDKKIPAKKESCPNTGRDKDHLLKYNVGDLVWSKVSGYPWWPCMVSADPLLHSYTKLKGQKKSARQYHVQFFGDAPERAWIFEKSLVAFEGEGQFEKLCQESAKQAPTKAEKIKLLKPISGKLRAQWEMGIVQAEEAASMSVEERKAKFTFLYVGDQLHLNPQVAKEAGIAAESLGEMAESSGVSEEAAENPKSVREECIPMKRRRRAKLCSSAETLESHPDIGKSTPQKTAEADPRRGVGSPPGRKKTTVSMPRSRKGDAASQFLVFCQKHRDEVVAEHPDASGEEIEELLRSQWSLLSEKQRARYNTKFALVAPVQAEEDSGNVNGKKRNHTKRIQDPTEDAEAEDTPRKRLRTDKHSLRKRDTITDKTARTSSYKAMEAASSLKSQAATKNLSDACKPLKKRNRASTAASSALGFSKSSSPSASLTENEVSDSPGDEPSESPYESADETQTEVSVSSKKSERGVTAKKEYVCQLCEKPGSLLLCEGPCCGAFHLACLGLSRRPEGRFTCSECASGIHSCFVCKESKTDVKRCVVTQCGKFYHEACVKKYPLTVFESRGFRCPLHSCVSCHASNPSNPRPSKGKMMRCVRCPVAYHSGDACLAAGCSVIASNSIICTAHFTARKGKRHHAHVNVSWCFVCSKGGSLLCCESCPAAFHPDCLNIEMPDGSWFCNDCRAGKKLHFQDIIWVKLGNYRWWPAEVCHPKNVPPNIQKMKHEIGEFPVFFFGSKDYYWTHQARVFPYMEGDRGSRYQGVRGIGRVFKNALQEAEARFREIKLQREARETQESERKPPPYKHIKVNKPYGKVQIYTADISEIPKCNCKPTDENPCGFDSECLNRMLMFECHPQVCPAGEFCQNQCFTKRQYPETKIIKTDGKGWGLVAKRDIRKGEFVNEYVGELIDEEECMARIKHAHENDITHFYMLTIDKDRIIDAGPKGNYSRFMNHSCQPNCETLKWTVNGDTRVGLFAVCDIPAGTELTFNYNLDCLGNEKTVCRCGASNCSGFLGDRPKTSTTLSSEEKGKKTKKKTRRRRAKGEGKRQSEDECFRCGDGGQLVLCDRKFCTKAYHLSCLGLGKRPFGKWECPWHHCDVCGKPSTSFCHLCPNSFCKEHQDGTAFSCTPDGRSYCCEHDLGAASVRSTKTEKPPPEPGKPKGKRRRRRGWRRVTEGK
CAL PDZ FP-1 – CAL PDZ peptide-binding inhibitors, primary screen, biochemical, fluorescence polarization, Cer-tagged CAL PDZ, HTS; purified CAL PDZ, TMR-peptide fluorescence polarization, 1 h; Golgi-associated PDZ and coiled-coil motif-containing protein (Homo sapiens), Q9HD26; AID 504414, 2011; inhibition, % at 20 µM; 330,000 tested, 0.02% active;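 active means highest replicate inhibition of at least 40%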;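 further: plate controls were DMSO neutral control wells for no effect and unlabeled competitor peptide control wells for full effect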
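Test system: purified CerCALP PDZ construct; Compound dosing: one concentration, 20 µM compound; Also added: TMR-labelled reporter peptide T*-PRC34 bound in PDZ groove; Read-out: inhibition from polarization loss; Controls: unlabelled peptide and DMSO controls; Signal: FP readout, S and P plane fluorescence; Incubation: 1 h at RT.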
PvdQ inh – P. aeruginosa PvdQ acylase inhibitors, primary screen, biochemical, fluorescence, plate reader and imaging, single point; PvdQ acylase [Pseudomonas aeruginosa LESB58]; 340,000 tested, 0.063% active; AID 488965, 2010; inhibition, % at 10 µM; purified PvdQ acylase; in the data active means inhibition above about 30%, passing the limit was not always enough; inconclusive means no clear call, values can overlap the other calls;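 further: 0% = vehicle neutral wells and 100% = reference inhibitor wells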
CAL PDZ FP-2 – untagged CAL PDZ binding inhibitors, primary screen, biochemical, fluorescence polarization, HTS | Golgi-associated PDZ and coiled-coil motif-containing protein (Homo sapiens), Q9HD26 | inhibition, % at 24.9 µM | AID 602252, 2012 | purified CAL PDZ, TMR-peptide fluorescence polarization, 1 h | 300,000 tested, 0.92% active;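 active means mean inhibition of at least 30% with at least half of replicates also reaching 30%; inconclusive means no clear call, values can overlap the other calls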;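 further: 0% = DMSO neutral control and 100% = excess unlabeled competitor peptide PRC23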
MITF TRPM1 HTS – activators of MITF-driven TRPM1 promoter reporter, primary screen, cell-based, SK-MEL-5, luciferase, single point. SK-MEL-5 TRPM1-promoter luciferase, 24 h; % of positive control, neutral wells = 0. 300,000 tested, 0.75% active. activation, % at 12.5 µM;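 active means mean activation of at least 80% with every replicate also reaching 80%; inconclusive means mean reaches 80% but some replicate falls short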;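 further: 0% = neutral control wells and 100% = parthenolide positive control wells; values of inactives mirror those of a sister screen read the other way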
Rtt109 HAT inh – inhibitors of C. albicans Rtt109/Vps75 HAT, primary screen, biochemical, ThioGlo CoA-SH fluorescence, plate reader; purified Rtt109/Vps75, 4 h; AID 540336, 2011; 330,000 tested, 0.16% active; Histone acetyltransferase RTT109 (Candida albicans (strain SC5314 / ATCC MYA-2876)), …; inhibition, % at 34.9 µM;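 active means inhibition of at least 50% in every replicate; inconclusive means best replicate reaches 50% inhibition but some replicates fall short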
PfHsp90 set2 – growth inhibition of PfHsp90-expressing yeast, primary screen, antimalarial PfHsp90 inhibitor project, S. cerevisiae, BacTiter-Glo luminescence, single point, set 2; BacTiter-Glo ATP, 48 h; yeast lacking PDR1 and PDR3 efflux regulators; inhibition, % at 9.4 µM; 310,000 tested, 0.32% active;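 active means every replicate shows inhibition above about 80%, whatever the replicate mean, limit read from the data; inconclusive means mean inhibition reaches the set limit but some replicate falls short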;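 further: 0% = DMSO neutral controls and 100% = 20 µM radicicol positive controls; yeast relying on Plasmodium falciparum Hsp90 in place of its own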
SR-BI DiI-HDL act – activators of SR-BI mediated DiI-HDL uptake, primary screen, ldlA[mSR-BI] CHO cells, DiI fluorescence; 320,000 tested, 0.096% active; activation, % at 12.5 µM; 3 h; 100 = double the neutral-control signal; AID 504775, 2011;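 active means mean replicate activation of at least 60% and every replicate at or above 60%; inconclusive means mean or all-replicate condition met, but not both; inactive means mean below 60% and not all replicates reaching 60%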;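 further: 0% = median plate neutral-control signal and 100% = twice that signal; values of inactives mirror those of a sister screen read the other way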
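System: LDL receptor-deficient CHO ldlA cells overexpressing murine SR-BI | Timing: 3 h uptake period with compound, 37 °C | Medium: HEPES-buffered (25 mM, pH 7.4) F12 plus 0.5% BSA | Dosing: Single-point compound dose | Signal: Bottom-read fluorescence, 550/595 nm | Read-out: Retained DiI signal reflecting DiI-HDL uptake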
SR-BI DiI inh – inhibitors of SR-BI mediated HDL lipid uptake, primary screen, ldlA[mSR-BI] cells, fluorescence, single point; Scavenger receptor class B member 1 (Mus musculus), Q61009; ldlA[mSR-BI] CHO cells, DiI-HDL uptake fluorescence, 3 h; inhibition, % at 12.5 µM; 320,000 tested, 0.96% active;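 active means mean replicate inhibition of at least 70% and a set share of replicates each scoring 70 or more; inconclusive means meets just one of the two criteria; inactive means fails both criteria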;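 further: 0% = median of neutral control wells and 100% = median of positive control wells; values of inactives mirror those of a sister screen read the other way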
dFosB activator – activators of delta FosB homodimer, primary screen, biochemical, fluorescence polarization, TAMRA-CDK5 oligo, single point; AID 493131, 2011; Protein FosB (Mus musculus), P13346; activation, % at 25 µM; purified delta FosB; percent of positive-control signal above neutral wells; 340,000 tested, 0.99% active;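 active means mean activation above about 17%, with every replicate also reaching it, limit read from the data, passing the limit was not always enough; inconclusive means only one of the two conditions met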;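 further: fluorescence polarization rise as delta FosB binds a TAMRA Cdk5 AP-1 oligo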
The depositor's hits bear a star; ? = inconclusive; . = not tested or not shown; & = joins results of further samples. Rows were taken by chance. Share with any hit: about 4.3%.

SMILES	NSD2 inh	CAL PDZ FP-1	PvdQ inh	CAL PDZ FP-2	MITF TRPM1 HTS	Rtt109 HAT inh	PfHsp90 set2	SR-BI DiI-HDL act	SR-BI DiI inh	dFosB activator
CCC(C(=O)NC(C)c1ccccc1)C(=O)NC(C)c1ccccc1 (configuration not stated)	0	-0.4	-11	-7	-9	-1	12	22	-22	-9
CCNC(=S)N/N=C1\C(=O)c2cccc3cccc1c23	0	-0.2	-9	-1	0	-7	-22	-8	8	-3
Cc1cc(-c2nnc(CCC(=O)NC(c3ccccc3)c3ccccc3)o2)no1	1	0.1	-7	.	.	-17	21	11	-11	-3
OCCC1CN(Cc2cccc(F)c2F)CCN1CCc1ccccc1 (configuration not stated)	1	-0.4	-14	.	-1	-3	-18	3	-3	-2
CN(Cc1ccc(Cl)cc1Cl)C(=O)c1cc(=O)c2ccccc2o1	1	-3.2	-9	-5	11	4	7	18	-18	-11
CC(=O)Nc1ccc(NC(=O)CSc2nc3[nH]ncc3c(=O)n2-c2ccccc2)cc1	1	-2.0	-9	1	5	17	-2	-5	5	-2
CCOC(=O)c1csc(NC(=O)c2ccc(OC)c(OC)c2)n1	0	-2.1	-6	-3	-5	-2	7	-77	77*	-6
O=C(c1ccc2nc[nH]c2c1)N1CCN(c2cccc(Cl)c2)CC1	2	0.1	-19	-4	-1	6	-6	16	-16	-7
O=C(N/N=C/c1ccccn1)c1ccc(Br)cc1	-12	-1.1	-15	2	-33	4	24	6	-6	-5
O=C(NC1CCCCC1)c1cc2c(cc1Cl)N1CCCCCC1=NS2(=O)=O	-1	-1.3	-14	-3	11	1	.	-6	6	-3
CNC(=O)C(C)N1c2cccc3cccc(c23)S1(=O)=O (configuration not stated)	0	-5.9	-10	3	-1	4	-20	10	-10	-6
Cc1ccccc1N1CCN(C2CCCN(C(=O)CCC3(C)CC3)C2)CC1 (configuration not stated)	2	-0.7	-1	1	1	-1	-2	-44	44	-1
CCOc1ccc(/C=C/C(O)=C2/C(=O)N(C)C3(C)CC2c2ccccc2O3)cc1OC (configuration not stated)	.	0.0	-5	1	-36	0	-5	-60	60	-12
N=C(N)SCc1nc2ccccc2c(=O)n1-c1ccccc1	4&3	0.0&-0.7	-9&-1	-1	21&22	-2&6	2&-16	35&-2	-35&2	1&0
CCCn1c(SCC(=O)NC(=O)NC(C)(C)C)n[nH]c1=O	3	-0.4	-5	3	-1	2	-102	4	-4	10
O=[N+]([O-])c1cccc(-c2ccc(/C=N/NC(=S)Nc3cccc(F)c3)o2)c1	-1	-1.4	13	-2	-1	15	-3	-72	?	-13
C=CCn1c(-c2cccc([N+](=O)[O-])c2)n[nH]c1=S	0	-1.9	-12	-1	17	-8	8	3	-3	-1
COc1ccc(CNC(=O)COc2ccc(OC)cc2)cc1	-2	-1.1	-7	-3	-3	-3	-3	4	-4	3
CC(=O)c1ccc(OCC(=O)Nc2ccc3c(c2)CCC3)cc1	-2	-1.3	-10	3	-18	6	-42	5	-5	-9
CCN(CC(=O)N1CCC(C(N)=O)CC1)S(=O)(=O)c1ccc(Cl)cc1	-1	-0.4	-8	.	3	-2	13	6	-6	-6
O=C(CCS(=O)(=O)c1cccc2nonc12)Nc1cccc2c1CCCC2	0	-0.3	-6	0	-9	-3	-14	26	-26	10
Cc1ccc2nc(SCC(=O)NCc3ccc4c(c3)OCO4)nc(=O)n2c1	16	-1.6	-13	-6	5	0	-9	21	-21	1
Cc1ccc(C(C)C)c(OCCCN(C)Cc2ccccc2)c1	7	-0.9	-5	-4	6	-3	32	4	-4	-10
COc1ccc(N2CC(=O)N(c3ccc(OC)c(OC)c3)CC2=O)cc1OC	.	0.5	5	-4	-4	-8	14	0	0	6
CC1CC1C(=O)OCc1cc(=O)n2cc(Br)ccc2n1 (configuration not stated)	-3	0.2	9	0	80	-3	-1	14	-14	-7
Fc1c(F)c(F)c(N/N=C/c2c[nH]c3ccccc23)c(F)c1F	-2	0.3	-14	0	2	14	-24	.	.	-6
O=C(COC(=O)CNC(=O)c1ccc(Cl)cc1Cl)NC1CCCCCCC1	.	-1.8	-3	0	1	-1	-19	7	-7	-19
Cc1ccc2oc(=O)n(Cc3ccc(F)cc3)c2c1	-2	1.1	-19	2	-3	-4	-56	-12	12	-2
C/C(=N\NC(=O)C1COc2ccccc2O1)c1ccc(N2CCOCC2)cc1 (configuration not stated)	7	-0.9	-1	2	-7	10	6	2	-2	-1
O=C(c1ccc(Cl)c(S(=O)(=O)N2CCOCC2)c1)N1CCN(c2ccccc2F)CC1	0	-0.3	4	-6	-3	16	-4	-4	4	-3
COC(=O)c1sccc1-n1cccc1C(=O)C(=O)N1CCCCC1	3	-2.4	-17	-4	-2	-17	-3	7	-7	3
O=C(Cc1cccc2ccccc12)NC(NC(=S)Nc1ccccc1Cl)C(Cl)(Cl)Cl (configuration not stated)	-2	-0.9	-12	9	7	-19	-22	-8	8	11
Cc1ccc(S(=O)(=O)Cc2ccc(C(=O)NC3CCCC3)o2)cc1	0	-0.3	-5	6	0	0	-16	4	-4	-6
COc1ccc(NC2c3ccccc3C(=O)N2c2cccnc2)cc1 (configuration not stated)	5	-1.7	-12	-1	4	-11	2	-2	2	0
Cc1cc(Br)cc2cn[nH]c12	-1	-1.8	-5	-2	10	-1	.	1	-1	3
c1cnc(Oc2ccc3oc4ccccc4c3c2)nc1	-4	-1.8	9	-1	.	-8	.	12	-12	-3
Cc1cccc(N(CC(=O)NC(C)(C)C)C(=O)CNC(=O)c2cccs2)c1C	-2	1.4	1	-7	-9	-10	13	17	-17	6
COc1cccc(N2CCN(C(=O)c3cn(Cc4ccccc4)nc3-c3cccnc3)CC2)c1	.	-1.0	-9	13	-23	8	-9	-13	13	-3
CCN(C(=O)c1cccc(NC(=O)c2ccccc2)c1)C1CCCCC1	-1	-1.2	-11	57*	-3	11	-7	-62	62	-5
Cc1ccc(OCCSc2nc(N)cc(N)n2)cc1	0	0.0	-7	-2	?	1	0	6	-6	6
O=C(CN1CCN(Cc2cccc(F)c2)CC1)Nc1ccccc1F	-3	-0.6	-7	-1	-5	-4	-17	.	.	3
O=C(CSc1nc2c(cnn2-c2ccc(F)cc2)c(=O)[nH]1)N1CCCc2ccccc21	0	-1.0	-5	-3	.	-9	17	16	-16	-1
COc1ccc(CCN2CCCn3c2nc2c3c(=O)n(Cc3ccccc3F)c(=O)n2C)cc1OC	0	-0.4	5	5	14	6	4	-33	33	-6
COCC(=O)N1CCC(Oc2ccc(C(=O)N3C[C@@H]4CCC[C@H]3C4)cc2)CC1	-3	0.0	7	-3	1	1	16	-3	3	2
COc1ncccc1C(=O)NC1CCCc2c1cnn2-c1ccc(C)c(C)c1 (configuration not stated)	1	-2.8	-3	-6	3	-2	-9	-6	6	-9
COC(=O)c1ccc(N2C(=O)C3C4C=CC(CC4)C3C2=O)cc1 (configuration not stated)	-3	-0.8	13	5	2	5	4	25	-25	-7
COC(=O)C(CCCCNC(=O)OCc1ccccc1)NC(=O)CN (configuration not stated)	-2	-0.2	3	-2	-6	9	-15	21	-21	-1
COCCNC(=O)c1ccc(CS(=O)(=O)c2ccccc2OC)o1	2	1.5	-16	-3	4	-7	-20	24	-24	-2
CC(C)NC(=O)N(C)C[C@H]1Oc2ccc(NC(=O)CCN3CCOCC3)cc2C(=O)N([C@H](C)CO)C[C@@H]1C	.	0.1	-16	-2	1	-6	5	15	-15	-5
COc1ccc(C(=O)NC(=S)N2CCCCC2c2cccnc2)cc1OC (configuration not stated)	.	1.2	1	-2	.	6	5	-10	10	-5
CC1=CCCC(C)(C)C1/C=C/C(C)=N/NC(=O)c1ccncc1 (configuration not stated)	-8	0.1	-8	-3	8	2	-11	-50	50	-6
CCN1C(=O)c2ccc(C(=O)Nc3ccc4c(c3)OCO4)cc2C1=O	0	-1.4	-14	-1	20	7	8	5	-5	-2
O=C(Cc1c(F)cccc1Cl)Nc1cc(S(=O)(=O)N2CCCCC2)ccc1N1CCOCC1	-2	-1.1	1	-2	-12	17	2	.	.	-8
CCC(=O)N1CCc2cc(S(=O)(=O)N3CCCC3)ccc21	-2	-1.7	-16	-10	-2	-8	4	-8	8	-1
CCN(CC(=O)Nc1cccc(S(N)(=O)=O)c1)Cc1nc2ccccc2c(=O)[nH]1	-4	-2.8	-16	-4	-21	-3	-11	1	-1	-3
O=C(CN1CCCCC1)NN(Cc1ccccc1)c1ccccc1	0	0.0	3	-3	-2	-7	7	-3	3	0
COc1ccc(CCNC(=O)Cn2c(-c3nonc3N)nc3ccccc32)cc1OC	7	.	-12	40*	-6	10	-9	25	-25	10
CC(C)N(CCCNC(=O)c1ccc(N2CCCC2=O)cc1)Cc1ccccc1	-2	-0.2	-14	-6	0	0	0	.	.	-7
O=C(O)/C=C/C(=O)Nc1ccc(Oc2ccccc2)cc1	-1	-0.5	2	-2	10	-7	6	1	-1	-3
Oc1ccc(-c2csc(Nc3ccccn3)n2)cc1	-1	0.7	-11	.	56	8	0	-18	18	-6
CCOc1ccccc1CNC(=O)c1nn(C)c2c1CS(=O)(=O)c1ccccc1-2	3	-0.4	2	.	-10	14	-2	-88	88*	1
CN1CCN(CCCNC(=O)CCCOc2cc(=O)n(C)c3ccccc23)CC1	1	-2.4	-11	2	.	.	.	-1	1	-4

Screens as filed in PubChem.
